Screens as filed in PubChem BioAssay.
EPAC1 agonist: qHTS for Agonist of cAMP-regulated guanine nucleotide exchange factor 3 (EPAC1): primary screen. Rap guanine nucleotide exchange factor 3 (Homo sapiens), O95398. EPAC1 agonist qHTS, biochemical assay; response scale: 100% = response to 6.5 mM cAMP. Potency, µM (titrated, usually from 154 µM), for the others: at the highest dose activation, most hits filed as activators. 0.073% of 360,000 active. AID 720707, 2013; also: potency is read from the fitted curve at half-maximal effect; nearly all actives have a fitted effect of over 60% in size
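Fluorescent GDP-exchange assay: 100 nM EPAC1 with 250 nM Rap1B preloaded with BODIPY-GDP and 50 uM GDP; compounds tested as concentration series, 5 min at room temperature, then read every 5 min for 30 min (ex 480/em 540 nm); normalized to 6.5 mM cAMP.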
PTHR1 ag: qHTS for PTHR1 Agonists: Primary Screen | Parathyroid hormone/parathyroid hormone-related peptide receptor (Homo sapiens), Q03431 | HEK293 GP2 PTHR1 cells, GloSensor cAMP luminescence, 1 h | Potency, µM (doses to about 115 µM), without a hit: at the highest dose activation, hits mostly activators | 0.075% of 410,000 active | AID 743266, 2014; also: potency is read from the fitted curve at half-maximal effect; nearly all actives have a fitted effect of over 55% in size; some results filed as inactive show a strong effect at the top dose; inactives centre near -15; many of its hits are not listed in these tables
Target sequence (Q03431 whole entry, looked up): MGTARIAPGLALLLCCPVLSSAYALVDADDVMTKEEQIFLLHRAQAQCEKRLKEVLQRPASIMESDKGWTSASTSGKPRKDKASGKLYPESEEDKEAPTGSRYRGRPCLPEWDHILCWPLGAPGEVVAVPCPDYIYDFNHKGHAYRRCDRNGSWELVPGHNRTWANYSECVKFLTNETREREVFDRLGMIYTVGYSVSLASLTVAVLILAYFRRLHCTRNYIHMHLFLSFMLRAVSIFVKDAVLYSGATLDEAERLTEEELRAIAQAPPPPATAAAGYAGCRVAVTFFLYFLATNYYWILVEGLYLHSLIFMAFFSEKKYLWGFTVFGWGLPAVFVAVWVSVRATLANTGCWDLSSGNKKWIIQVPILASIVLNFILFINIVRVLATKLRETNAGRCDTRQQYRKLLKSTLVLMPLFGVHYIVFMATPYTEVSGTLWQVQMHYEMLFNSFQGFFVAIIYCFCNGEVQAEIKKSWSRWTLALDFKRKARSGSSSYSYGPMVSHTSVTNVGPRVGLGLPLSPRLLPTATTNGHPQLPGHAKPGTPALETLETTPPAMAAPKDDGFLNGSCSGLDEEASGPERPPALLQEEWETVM
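HEK-293-derived GP2 cells expressing PTHR1 and a GloSensor cAMP reporter, 3,000/well, plated overnight, given luciferin plus IBMX (each 0.5 mM as added) for 1 h at 37 °C, then compound for 1 h at 37 °C. Luminescence was read after 15 min at room temperature.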
PI5P4K alpha inh: qHTS for Inhibitors of phosphatidylinositol 5-phosphate 4-kinase (PI5P4K); Phosphatidylinositol 5-phosphate 4-kinase type-2 alpha (Homo sapiens), P48426; PI5P4Kalpha enzyme, ADP-Glo luminescence, 60 min; active compounds read low; max response, %; 1.2% of 330,000 active; AID 652105, 2013; active = max response of -50% or lower; inconclusive = between -30% and -50%; inactive = -30% or higher; also: value at the top dose of about 77 µM; % is scaled to controls: 0 for no effect and ±100 for the full control effect
Target sequence (P48426 whole entry, looked up): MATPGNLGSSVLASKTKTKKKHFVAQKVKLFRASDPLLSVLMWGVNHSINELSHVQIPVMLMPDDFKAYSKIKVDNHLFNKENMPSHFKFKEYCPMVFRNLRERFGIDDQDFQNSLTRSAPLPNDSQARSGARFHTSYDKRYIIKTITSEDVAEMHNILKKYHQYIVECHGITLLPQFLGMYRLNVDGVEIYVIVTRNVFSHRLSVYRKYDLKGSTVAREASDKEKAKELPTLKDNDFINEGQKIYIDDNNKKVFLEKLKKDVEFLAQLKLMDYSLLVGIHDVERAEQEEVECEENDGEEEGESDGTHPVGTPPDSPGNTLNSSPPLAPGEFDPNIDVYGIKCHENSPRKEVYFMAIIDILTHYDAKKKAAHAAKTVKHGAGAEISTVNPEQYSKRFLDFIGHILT
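Enzyme plus substrate dispensed, test compounds pinned in, then ATP (5 microM final) added. After 60 min at RT, ADP-Glo reagent 1 for 45 min and reagent 2 for 30 min preceded luminescence imaging.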
GLP-1R inv ag: qHTS of GLP-1 Receptor Inverse Agonists (Inhibition Mode); Potency, µM (series often up to 38.3 µM), without a hit: at the highest dose activity change, negative = inhibition, actives largely listed as inhibitors; AID 624417, 2012; 1.6% of 410,000 active; HEK293 GLP-1R CRE-luciferase, luminescence, 24 h; GLP-1R form is constitutively active; Glucagon-like peptide 1 receptor (Homo sapiens), P43220; also: potency is read from the fitted curve at half-maximal effect; % is scaled to controls: 0 for no effect and ±100 for the full control effect; nearly all actives have a fitted effect of over 55% in size
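qHTS in 1536-well format: reporter HEK293 cells expressing constitutive GLP-1R activity in DMEM + 10% Nu serum, 24 hr with compounds at 37 deg C, luminescence read after 12 min with detection reagent.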
PLK1 PBD block: qHTS for Inhibitors of PLK1-PDB (polo-like kinase 1 - polo-box domain): Primary Screen | Serine/threonine-protein kinase PLK1 (Homo sapiens), P53350 | Potency, µM, inactives show max response, negative = inhibition, hits mostly inhibitors | Plk1 PBD binding of FITC phosphopeptide, fluorescence polarization | 2.8% of 360,000 active; also: potency is read from the fitted curve at half-maximal effect; series mostly up to about 57 µM; % is scaled to controls: 0 for no effect and ±100 for the full control effect; nearly all actives have a fitted effect of over 65% in size
IL-2 act: qHTS of IL-2 Activators; IL-2 activation reporter assay, cell-based qHTS; stimulated with anti-CD3/CD4/CD28 beads; in transgenic mouse T cells; activation, % (series mostly up to about 46 µM); 0.065% of 360,000 active; in the data active = activation above about 50%; inconclusive = mostly about 30% to 49%; also: 0% is about no effect
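Screening format: compound pinned onto unstimulated transgenic mouse T cells, 60 min incubation, then anti-CD3/anti-CD4/anti-CD28 bead stimulation for 18 hours at 37 degrees C, followed by EGFP and DsRed detection.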
GLP-1R agonist: qHTS of GLP-1 Receptor Agonists. Glucagon-like peptide 1 receptor (Homo sapiens), P43220. HEK293 GLP-1R CRE-luciferase, luminescence, 4-6 h; cells express a hypersensitive GLP-1R form. Potency, µM (series often up to 45.6 µM), for the others: at the top dose activation, usual class: activators. 0.007% of 380,000 active; also: potency is read from the fitted curve at half-maximal effect; % of control where 0% means no effect
EPAC1 antagonist: qHTS for Antagonist of cAMP-regulated guanine nucleotide exchange factor 3 (EPAC1): primary screen; Rap guanine nucleotide exchange factor 3 (Homo sapiens), O95398; EPAC1 GEF assay, Rap1b-BODIPY-GDP exchange fluorescence; AID 720709, 2013; Potency, µM (titrated, usually from 115 µM), inactives show at the highest dose activity change, negative = inhibition, actives largely listed as inhibitors; 0.14% of 360,000 active;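 also: potency is read from the fitted curve at half-maximal effect; plate controls were vehicle for no effect and positive control for full effect; nearly all actives have a fitted effect of over 50% in size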
HEK293 tox: qHTS of GLP-1 Receptor Inverse Agonists: Cytotox Screen; HEK293 cAMP-luciferase reporter cells, luminescence, 24 h; Potency, µM (doses to about 38.3 µM), for the others: top-dose activity change, negative = inhibition, usual class: inhibitors; 0.13% of 410,000 active; AID 624418, 2012;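 also: loss of luciferase light is scored as toxicity; potency is read from the fitted curve at half-maximal effect; % is scaled to controls: 0 for no effect and ±100 for the full control effect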
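To flag toxic compounds, the library was rerun on cells for 24 hr at 37 deg C and 5% CO2. Viability-linked luminescence was captured 12 min after adding luciferase detection reagent.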
The depositor's hits bear a star; i = inactive; ? = inconclusive; · = no result given; & = joins results of further samples; [ ] = dose if it differs, or a comment. Unless noted, calls follow the shape of the dose curve; as a rule, active = well fitted curve in the direction sought with a large enough effect; inconclusive = small, poorly fitted or top-dose-only effect, or another doubt; inactive = no such curve, though single readings can be large; an effect the other way counts as inactive or inconclusive. An excerpt; rates above refer to the full screens.

SMILES	EPAC1 agonist	PTHR1 ag	PI5P4K alpha inh	GLP-1R inv ag	PLK1 PBD block	IL-2 act	GLP-1R agonist	EPAC1 antagonist	HEK293 tox
COc1ccccc1-n1c(=O)n(C)c2c(C(N)=O)nc(-c3cccc(OC)c3OC)nc21	·	i	·	8%	·	·	4%	·	-9%
NC(CO)c1cn([C@@H](CCC(=O)O)C(=O)N2CCNCC2)nn1 (stereo not given in full)	7%	i	-5	4%	-1%	-0.5	-2%	4%	12%
COc1cc(C(c2sc3nc(C)nn3c2O)N2CCC3(CC2)OCCO3)cc(OC)c1OC (stereo not given)	-6%	-2%[57.5 µM]	-50*	32%[activator]	3µM*	-0.4	5%	-16%	2%
Cc1ccc(CNn2cn[nH]c2=S)cc1	5%	i	8	0%	2%	2.3	11%	11%	3%
CCc1nc(NCC2CCCN2CC)c2nnn(Cc3ccccc3F)c2n1 (stereo not given)	2%	i	-2	?	1%	-1.5	25%	5%	81%[activator]
Nc1ccc(C(=O)c2ccccc2C(=O)O)cc1Cl	-4%	i	·	-8%	-5%	-1.0	-2%	0%	-11%
Cc1ccc(C)c(NC(=O)CCN2C(=O)c3ccccc3C2=O)c1	7%	-4%	2	-14%	1%	-3.4	-2%	7%	-3%
CC(=O)Nc1ccc(NC(=O)Cc2ccc(-c3ccccc3)cc2)cc1	3%	0%	4	-1%	-9%	0.2	-1%	-18%	4%
c1nc2ccc(Cc3ccc4nc[nH]c4c3)cc2[nH]1	2%	i	-4	0%	-13%	-0.3	1%	-15%	2%
Cc1ccc2c(c1)-c1cc(C)nn1C(c1sccc1C)N2 (stereo not given)	17%	i	12	18%	-7%	0.8	29%	-15%	7%
O=C(CN1C(=O)NC2(CCCC2)C1=O)N1CCN(c2ccccc2Cl)CC1	3%	-8%	-4	-30%	0%	-2.0	-3%	15%	3%
NC(=O)CSc1nnc2ccc(-c3ccc(Cl)cc3)nn12	3%	i	-2	11%	-10%	-0.2	14%	-8%	4%
COCCN(CC(=O)Nc1ccccc1C)S(=O)(=O)c1ccc(S(=O)(=O)N2CCCC2)cc1	-4%	-2%[57.5 µM]	-2	0%	-7%	-2.1	4%	-6%	4%
O=C(CCCN1C(=O)/C(=C\c2ccccc2)SC1=S)Nc1ccccc1O	16%	-7%	2	?	-9%	-3.2	0%	-5%	?
Cc1ccc(C(=O)NCC2CCCO2)cc1N1CCCC1=O (stereo not given)	-1%	i	-22	9%	27µM*	0.2	0%	7%	-2%
O=C(O)/C=C/c1cn(-c2ccccc2)nc1-c1ccccc1	-8%	i	-2	18%	0%	-3.2	-6%	-2%	8%
Cc1cccc(OS(=O)(=O)NC(=O)OCC2CCCN3CCCCC23)c1 (stereo not given)	1%	i	3	-63%	-2%	2.3	1%	6%	6%
FC(F)(F)c1ccccc1Cc1c(C2CCCCC2)nc2c3ccccc3ccn12	0%	-9%	16	?	-1%	1.0	0%	-7%	8%
Cc1ccc(S(=O)(=O)N/N=c2\sc3ccccc3n2C)cc1	7%	0%	-6	13%	-1%	0.2	-7%	16%	-11%
c1ccc(CCn2nnnc2CN2CCN(C3CCCC3)CC2)cc1	-1%	i	8	-33%	2%	-2.4	0%	3%	-16%

2 of the compounds above, bar-delimited:
structure | EPAC1 agonist | PTHR1 ag | PI5P4K alpha inh | GLP-1R inv ag | PLK1 PBD block | IL-2 act | GLP-1R agonist | EPAC1 antagonist | HEK293 tox
COCCN(CC(=O)Nc1ccccc1C)S(=O)(=O)c1ccc(S(=O)(=O)N2CCCC2)cc1 | -4% | -2%[57.5 µM] | -2 | 0% | -7% | -2.1 | 4% | -6% | 4%
O=C(CCCN1C(=O)/C(=C\c2ccccc2)SC1=S)Nc1ccccc1O | 16% | -7% | 2 | ? | -9% | -3.2 | 0% | -5% | ?

New compounds follow:
SMILES	EPAC1 agonist	PTHR1 ag	PI5P4K alpha inh	GLP-1R inv ag	PLK1 PBD block	IL-2 act	GLP-1R agonist	EPAC1 antagonist	HEK293 tox
CCn1cc(C(=O)O)c(=O)c2cc(F)c(N3CCN(C(=S)NC(=O)c4ccc(Br)cc4)CC3)cc21	1%	-38%[inhibitor]	9	9%	?	0.2	4%	9%	15%
COc1ccc(C(=O)N(C)[C@H]2C[C@H]3c4[nH]c5ccccc5c4CCN3C(=O)[C@H]2CO)cc1	-3%	-40%[inhibitor]	0	19%	0%	-1.6	-1%	-18%	32%[activator]
O=C(NCCC(=O)N1CCCC(C(F)(F)F)C1)c1ccccc1Cl (stereo not given)	-11%	i	-2	-5%	-1%	0.5	-6%	8%	2%
Cc1cc(C)nc(/N=C(\N)Nc2ccc(F)c([N+](=O)[O-])c2)n1	-2%	0%	0	0%	-9%	-1.8	3%	-12%	-22%
CCSC(C)CC1CC(=O)CC(=O)C1 (stereo not given)	11%	-22%[57.5 µM]	-5	0%	-12%	0.5	-1%	-12%	1%
N/C(=N\OC(=O)Cc1ccc(Cl)cc1)c1cccnc1	0%	-10%[57.5 µM]	·	14%	0%	-3.5	20%	7%	1%
O=C(c1ccccc1)c1ccc(Oc2ccc(C(=O)O)c(C(=O)O)c2)cc1	-1%	-5%	-12	-8%	-13%	-1.8	-7%	-12%	-8%
O=C(CC1SC(N2CCCCC2)=NC1=O)Nc1ccc(C(=O)NCc2ccccc2)cc1 (stereo not given)	-2%	0%	-6	3%	4%	-3.5	2%	-12%	-5%
O=C(CSc1nc(-c2ccccc2)cs1)NCCCN1CCCC1=O	-8%	-9%	1	3%	-4%	-0.1	4%	20%	1%
Nc1ccc(C(=O)Nc2nccs2)cc1	-10%	-51%[inhibitor]	4	6%	-4%	-0.4	1%	-13%	-1%
Cc1ccc(CNC(=O)C2CCC(=O)N(Cc3cccc(F)c3)C2)s1 (stereo not given)	-5%	-18%	-10	6%	2%	-1.1	2%	3%	-18%
Cc1noc(C)c1C(=O)N(CC(=O)NC1CCCC1)Cc1ccccc1F	7%	-8%[57.5 µM]	·	-12%	1%	-2.0	-2%	3%	3%
Cc1nn(-c2ccccc2)c(Cl)c1/C=C1\SC(=S)N(CCCCCC(=O)O)C1=O	12%	-21%	2	?	24µM*	-0.3	-1%	-9%	-22%
COc1ccc(OC)c(C2/C(=C(\O)c3ccc4c(c3)OCCO4)C(=O)C(=O)N2CC2CCCO2)c1 (stereo not given)	17%	-19%	1	25%	-2%	-0.9	-8%	-15%	16%
CC1C(=O)N(Cc2cn(Cc3ccco3)nn2)CCS(=O)(=O)N1Cc1ccc(-c2ccccc2)cc1 (stereo not given)	5%	-24%	-6	-15%	-6%	-1.2	1%	-8%	-2%
COc1ccc(NC(=O)CSc2nc3ccccc3nc2N2CCOCC2)c(OC)c1	1%	-7%	0	?	-13%	-0.9	30%	-8%	0%&-11%
CC(C)CC1C2C(=O)N(c3ccccc3)C(=O)C2ON1c1ccccc1 (stereo not given)	-12%	i	-1	4%	2%	-0.5	-7%	0%	-1%
CC(=O)N1CCN(c2ccc(NC(=O)C(C)Oc3ccc(Cl)cc3Cl)cc2)CC1 (stereo not given)	2%	i	2	-10%	-1%	-1.0	9%	2%	-4%
COc1ccccc1N1CCN(Cc2ccc(OC)c(OC)c2OC)CC1	-8%	-2%	0	0%	-1%	0.5	1%	-5%	?
S=c1nc2ccccc2c2nc(-c3ccccc3Cl)[nH]n12	9%	-10%	-14	?	-14%	0.8	-5%	-4%	-48%
O=C(O)CSCC(=O)NCc1ccc(Cl)cc1	-6%	-5%	1	26%	-9%	-3.1	5%	-3%	12%
CC(=O)Nc1cccc(-c2ccnc3c2CC(C)(C(=O)Nc2cccc(C(F)(F)F)c2)O3)c1 (stereo not given)	-16%	-24%	-9	11µM*	2%	-0.7	2%	-7%	-34%
COc1cccc(OC)c1Nc1nc(C)nc2c1nnn2Cc1ccccc1Cl	-1%	-8%	-4	-8%	-7%	-1.7	0%	-9%	-1%
O=C(/C=C/c1ccco1)NC(=S)Nc1ccccc1N1CCCC1	7%	-7%	2	?	?	0.2	-5%	-28%	?
CCOc1ccc(C(=O)NCC(=O)OCc2csc(-c3ccccc3)n2)cc1	-2%	-3%	3	16%	0%	-2.4	12%	-10%	1%
CC(O)(CS(=O)(=O)Cc1ccccc1)c1ccccc1Cl (stereo not given)	5%	-13%	0	-33%	1%	-1.2	-2%	6%	-22%
COc1ccc(C(CC(=O)N2CCCC2)c2c(O)cc(OC)cc2OC)cc1 (stereo not given)	0%	-23%	-7	-9%	-10%	0.1	6%	-17%	4%
Cc1ccc(CCN2CC(C(=O)NCCCN3CCN(C)CC3)CC2=O)cc1 (stereo not given)	-1%	-7%	1	7%	7%	1.6	-5%	4%	16%
CCCCCC(=O)NC(NC(=S)NC1CCS(=O)(=O)C1)C(Cl)(Cl)Cl (stereo not given)	0%	-6%[57.5 µM]	·	0%	-8%	-0.6	-1%	-16%	2%
COc1ccccc1NS(=O)(=O)c1cccc(NC(=O)CCNC(=O)c2ccccc2OC)c1	9%	-20%	2	-16%	-13%	-0.1	13%	-18%	-2%
CC1(OC(=O)C2CCCC2)C(=O)C=C2C=C3CCCCN3C=C2C1=O (stereo not given)	-4%	1%	-3	9%	-25%	-0.6	0%	?	?
Cc1ccc(C(=O)NNC(=O)CCCN2C(=O)/C(=C/c3ccccc3Cl)SC2=S)cc1	-1%	i	-7	-27%	-5%	-1.4	-9%	-4%	?
CC1=C(C(=O)N(C)C)CC(CC(=O)NCC2CCCCC2)C(=O)N1CCC1=CCCCC1 (stereo not given)	6%	-13%	1	1%	-4%	-1.5	12%	-9%	-25%
